Bioassay records from PubChem.
TDP1 cell CPT: DT40-hTDP1 cell growth loss with CPT; chicken DT40 Tdp1-/-;hTDP1 cells + 20 nM CPT, ATP luminescence, 48 h; AID 686979; Potency, µM (highest dose often 46.2 µM), inactives show at the highest dose activity change, negative = growth inhibition, usual class: inhibitors; actives 12% (n = 420,000); note: nearly all actives have a fitted effect of over 55% in size
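Cell growth measured by CellTiter-Glo luminescence after a minimum 48 h, 37 C compound exposure with 20 nM CPT in Tdp1-knockout DT40 cells stably expressing hTDP1, seeded 400/well; qHTS titration format.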
GCN5L2 inh: GCN5L2 (KAT2A) acetyltransferase inhibition. Potency, µM (highest dose often 58.9 µM), for inactives: top-dose activity change, negative = inhibition, actives largely listed as inhibitors. GCN5L2 HAT assay, ThioGlo1 CoA-SH fluorescence. Q92830. actives 0.21% (n = 390,000)
Target sequence (Q92830 whole entry, looked up): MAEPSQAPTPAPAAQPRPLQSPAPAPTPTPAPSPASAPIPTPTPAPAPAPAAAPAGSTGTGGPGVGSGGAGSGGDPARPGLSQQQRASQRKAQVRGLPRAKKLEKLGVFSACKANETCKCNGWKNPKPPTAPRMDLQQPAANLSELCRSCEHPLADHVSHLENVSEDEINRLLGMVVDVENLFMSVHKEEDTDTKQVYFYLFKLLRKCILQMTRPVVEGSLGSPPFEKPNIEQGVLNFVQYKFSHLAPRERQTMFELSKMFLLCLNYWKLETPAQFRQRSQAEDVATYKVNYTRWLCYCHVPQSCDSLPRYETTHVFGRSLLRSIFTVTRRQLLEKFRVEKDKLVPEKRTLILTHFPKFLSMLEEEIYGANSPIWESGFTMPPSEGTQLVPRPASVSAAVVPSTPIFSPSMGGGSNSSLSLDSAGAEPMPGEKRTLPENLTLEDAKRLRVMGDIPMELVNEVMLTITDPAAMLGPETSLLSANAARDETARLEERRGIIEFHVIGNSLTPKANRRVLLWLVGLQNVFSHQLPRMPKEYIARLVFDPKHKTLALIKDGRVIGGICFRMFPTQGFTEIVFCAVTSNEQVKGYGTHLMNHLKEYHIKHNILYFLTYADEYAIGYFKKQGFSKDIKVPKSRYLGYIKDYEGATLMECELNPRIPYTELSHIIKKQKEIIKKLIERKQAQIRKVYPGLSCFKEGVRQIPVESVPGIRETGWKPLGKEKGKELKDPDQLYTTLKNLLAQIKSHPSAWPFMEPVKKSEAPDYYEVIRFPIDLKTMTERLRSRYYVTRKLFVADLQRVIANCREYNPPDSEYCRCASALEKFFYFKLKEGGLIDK
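Free CoA generated was detected with ThioGlo1 (50uM) fluorescence at Ex340nm/Em540nm, read immediately and after 20 min at room temperature. Enzyme, 20 nM in HEPES pH 7.5 buffer, saw compounds 15 min before adding 75uM H3(1-25) peptide and 70uM acetyl-CoA.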
DT40 TDP1 no CPT: qHTS for Inhibitors of human tyrosyl-DNA phosphodiesterase 1 (TDP1): qHTS in cells in absence of CPT; DT40 Tdp1-/- hTDP1 cells, no CPT, ATP luminescence, 48 h; Potency, µM (doses to about 46.2 µM), for the others: at the top dose activity change, negative = growth inhibition, usual class: inhibitors; actives 15% (n = 420,000); AID 686978, 2013; note: nearly all actives have a fitted effect of over 55% in size
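A cellular qHTS used chicken DT40 cells lacking endogenous Tdp1 but carrying stably transfected human TDP1. Compounds were applied without camptothecin, and cell growth kinetics were judged by ATP-dependent luminescence after ≥48 hr.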
The depositor's hits bear a star; ? = inconclusive; / = no result given; & = joins results of further samples; [ ] = remark or other dose. Calls come from the whole dose curve; as a rule, active = well fitted curve in the direction sought with a large enough effect; inconclusive = small, poorly fitted or top-dose-only effect, or another doubt; inactive = no such curve, though single readings can be large; an effect the other way counts as inactive or inconclusive. % is set by controls: 0 for no effect and ±100 for the full control effect; potency is the fitted concentration of half-maximal effect. Some of the compounds tested; count on the stated rates, not on these rows.

SMILES | TDP1 cell CPT | GCN5L2 inh | DT40 TDP1 no CPT
CCS(=O)(=O)NCc1ccc2c(c1)cc(C)n2C | 13% | -20% | 1%
COc1ccc(C2CC(=O)C(C=NCCCO)=C(O)C2)cc1 (centres undefined) | 2% | -9% | -21%
CCCC(=O)Nc1nnc(S(=O)(=O)N2CCCCCC2)s1 | 5%&-7% | -1%&-4% | 10%&0%
CC(=O)Cn1cnc2c(sc3nc(C)cc(C)c32)c1=O | 2% | 1% | ?
O=C(C#Cc1ccccc1)Nc1ccccc1F | 21µM* | -1% | 18µM*
Cc1cccc(C(=O)Nc2nc(-c3nnn(-c4cc(C)ccc4C)c3C)ns2)c1 | ? | 0% | ?
Cc1cc2oc(=O)c(CC(=O)NCCCN(C)C)c(C)c2c2occ(C(C)(C)C)c12 | ? | -9% | ?
CN1C(=O)[C@H]2[C@@H](C3CC3)N3C(=O)CN(Cc4ccccc4)C(=O)[C@@]3(C)[C@H]2C1=O | 28% | -6% | 3%
CCOc1ccccc1NC(=O)CN1CCc2ccccc2C1 | ? | 0% | ?
CN(Cc1ccccc1)C(=O)C(=O)c1c[nH]c2ccccc12 | -17% | / | ?
COC(=O)[C@@H](NC(=O)NCc1cccc(OC)c1)C(C)C | -6% | -3% | -10%
C=CCNC(=O)/C(C#N)=C/c1ccccc1Cl | ? | -8% | ?
COc1ccc(NS(=O)(=O)c2ccc(-c3coc(C)n3)cc2)cc1 | ? | 0% | -25%
O=[N+]([O-])c1cccc(/C=N/Nc2ncc(Br)cn2)c1 | -3% | -4% | -10%
Cc1cc(C(=O)CN2C(=O)NC(C)(c3ccc(F)c(F)c3)C2=O)c(C)n1C1CC1 (centres undefined) | 7.3µM* | / | 5.8µM*
CCC(C)OC(=O)C1=C(C)O[C@]23OC(N)=C(C#N)[C@]12C(=O)c1ccccc13 (some centres undefined) | ? | -6% | -8%
COc1ccc(C(=O)C2CCN(C(=S)NCCc3ccc(OC)c(OC)c3)CC2)cc1 | 16µM* | ? | 12µM*
CCOC(=O)N1N=C(CC)CC1(O)C(F)(F)F (centres undefined) | 0% | 0% | 1%
COc1ccc(C(=O)N2CCc3cc(OC)c(OC)cc3C2c2cccc([N+](=O)[O-])c2)cc1OC (centres undefined) | ? | -2% | 18µM*
CC(=O)N1CCN(Cc2nc3cc(NS(C)(=O)=O)ccc3n2C)CC1 | -14% | -7% | 0%
CC(NC(=O)c1ccccc1)c1ccc(Br)cc1 (centres undefined) | -3% | -2% | -16%
CC1CCN(S(=O)(=O)c2cn(C)c(=O)n(C)c2=O)CC1 | -1% | -3% | -10%
Cn1c(SCC(=O)Nc2ccc3c(c2)OCO3)nnc1-c1cnccn1 | 0% | 2% | -13%
O=C(CSc1nnc(COc2ccccc2F)n1-c1ccccc1)NCc1ccco1 | -8% | -13% | -4%
Cc1ccccc1NC(=S)NCC(c1cccnc1)N1CCOCC1 (centres undefined) | -12% | -2% | -11%

Part of the list above, showing only TDP1 cell CPT.
structure	TDP1 cell CPT
CC(NC(=O)c1ccccc1)c1ccc(Br)cc1 (centres undefined)	-3%
COC(=O)[C@@H](NC(=O)NCc1cccc(OC)c1)C(C)C	-6%
COc1ccc(C(=O)C2CCN(C(=S)NCCc3ccc(OC)c(OC)c3)CC2)cc1	16µM*
COc1ccc(C(=O)N2CCc3cc(OC)c(OC)cc3C2c2cccc([N+](=O)[O-])c2)cc1OC (centres undefined)	?
Cc1cc2oc(=O)c(CC(=O)NCCCN(C)C)c(C)c2c2occ(C(C)(C)C)c12	?

(continued)
SMILES | TDP1 cell CPT | GCN5L2 inh | DT40 TDP1 no CPT
CCOC(=O)CSc1nnc(COc2ccc3ccccc3c2)o1 | ? | -28% | ?
COc1ccc(C2Nc3ccc(NC(=O)CO)cc3C(=O)N2Cc2cccc(Cl)c2)cc1COc1ccc(NC(C)=O)cc1 (centres undefined) | ? | / | 11µM*
O=c1cc(-c2ccccc2)[nH]n2cnnc12 | 36%[activator] | 8% | 3%
N=c1oc2ccccc2cc1-c1nc2ccccc2c(=O)[nH]1 | -6% | -2% | -17%
COc1ccc(NC(=O)CN2CCN(c3ccc(F)cc3)CC2)cc1Cl | ? | -3% | ?
COc1ccc(NC(=O)C2=CC(c3ccc(C)cc3)=NS(=O)(=O)N2C)cc1OC | 23µM* | ? | 21µM*
C[C@@H]1CN([C@H](C)CO)C(=O)c2c(c3ccccc3n2C)-c2ccccc2CO[C@H]1CN(C)Cc1ccc(C(F)(F)F)cc1 | ? | / | 21µM*
COc1ccc(-c2ccc(=O)n(CC(=O)Nc3ccc(OC)c(OC)c3)n2)cc1 | ? | -9% | -26%
COc1cc(C(=O)Oc2ccccc2/C=N/NC(=O)c2ccc(C)cc2)cc(OC)c1OC | 1µM* | -5% | 0.65µM*
CC(=O)c1nnn(-c2cccc([N+](=O)[O-])c2)c1C | 16% | 1% | -11%
COc1ccc(-c2cn3cccc(C)c3n2)cc1F | -11% | -1% | -25%
CC(=O)Nc1ccc(NC(=O)CCCN2C(=O)c3ccccc3C2=O)cc1 | 8% | 9% | 9%
CCOc1ccc(NC(=O)Cc2c[nH]c3ccccc23)cc1 | -3% | -4% | -15%
Cc1ccc(Cl)cc1NC(=O)C1CCN(c2nnc(C)c3c(C)n(-c4ccccc4)nc23)CC1 | 8.2µM* | -12% | 10µM*
Cc1cccc(C(C)C)c1NC(=O)COC(=O)COc1ccc2c(C)cc(=O)oc2c1 | 4% | -7% | -3%
O=C(COC(=O)CSc1ccc2ccccc2c1)NCc1ccc2c(c1)OCO2 | 9% | -4% | -20%
Cc1csc(N(C(=O)c2ccccc2F)c2ccccc2)n1 | 23µM* | 3% | 10µM*
CC(=O)OCCc1c2ccccc2c(CCCN(C)C)c2ccccc12 | ? | / | ?
COc1cc2c3c(c1)/C(=C1/SC(=S)NC1=O)C(=O)N3C(C)(C)C=C2C | ? | 22% | ?
CCOC(=O)N1CCN(Cc2nc3cc(NC(=O)CC)ccc3n2CC)CC1 | ? | 4% | 29µM*
CN(C)c1nc(N/N=C/c2ccccc2O)nc(Nc2ccc(F)cc2)n1 | 2.3µM* | -24% | 0.58µM*
CC(C)C(NC(=O)C(NC(=O)C1O[C@@H]2OC(C)(C)O[C@@H]2[C@H]2OC(C)(C)O[C@@H]12)C(C)C)C(=O)O (some centres undefined) | ? | -3% | 10%
COc1ccc(CNC(=O)CN2CCN(c3ccccc3O)CC2)cc1OC | -16% | -11% | 0%
COc1cc(CN2CCCC(c3nc(-c4ccncc4)ncc3-c3ccccc3)C2)ccc1O (centres undefined) | -9%[9.04 µM] | / | -5%
O=S(=O)(Nc1ccccn1)c1ccc(Cl)c2ccccc12 | -6% | -4% | -8%

The last 5 compounds of the part above lead into the next:
SMILES | TDP1 cell CPT | GCN5L2 inh | DT40 TDP1 no CPT
CN(C)c1nc(N/N=C/c2ccccc2O)nc(Nc2ccc(F)cc2)n1 | 2.3µM* | -24% | 0.58µM*
CC(C)C(NC(=O)C(NC(=O)C1O[C@@H]2OC(C)(C)O[C@@H]2[C@H]2OC(C)(C)O[C@@H]12)C(C)C)C(=O)O (some centres undefined) | ? | -3% | 10%
COc1ccc(CNC(=O)CN2CCN(c3ccccc3O)CC2)cc1OC | -16% | -11% | 0%
COc1cc(CN2CCCC(c3nc(-c4ccncc4)ncc3-c3ccccc3)C2)ccc1O (centres undefined) | -9%[9.04 µM] | / | -5%
O=S(=O)(Nc1ccccn1)c1ccc(Cl)c2ccccc12 | -6% | -4% | -8%
O=c1c2c3c(sc2nc2n1CCC2)CCC3 | -9% | 1% | -11%
COC(=O)c1cc2oc3ccccc3c2n1CC(=O)Nc1ccc(OC)c(OC)c1 | -20% | -2% | -8%
O=C(O)CCCNS(=O)(=O)c1ccccc1 | -3% | -7% | -10%
CCOC(=O)C1CCN(c2c(NCCN3CCCCC3C)c(=O)c2=O)CC1 (centres undefined) | 2% | -8% | -3%
Cc1ccccc1C(=O)O/N=C(\N)c1ccc([N+](=O)[O-])cc1 | -13% | -11% | -9%
N#CCNC(=O)C1c2ccccc2Oc2ccccc21 | -7% | -1% | -21%
CC(=O)Nc1ccc(S(=O)(=O)n2nc(-c3ccc(C)cc3)nc2N)cc1 | ? | -2% | ?
CCOC(=O)N1CCN(C(=O)C2CCCN(S(=O)(=O)c3ccccc3)C2)CC1 (centres undefined) | -4% | 1% | -14%
CC(C)Cc1cc(C(=O)Nc2ccccc2)c2ccccc2n1 | -23% | -9% | -16%
CC1(C(=O)Nc2cccc(C(F)(F)F)c2)Cc2c(-c3ccc4c(c3)OCO4)ccnc2O1 (centres undefined) | ? | / | 18µM*
Cc1ccccc1CN1CCCN(CC(=O)Nc2ccc(F)cc2)S1(=O)=O | ? | -2% | ?
Cc1ccccc1CS(=O)(=O)c1snnc1C | -23% | 1% | 23%
C#CCOCCOCCOCCNc1nc(N2CCN(C(=O)[C@H](CCCN=C(N)N)n3cc(C(N)[C@@H](C)CC)nn3)CC2)nc(N2CCN(C(=O)[C@H](CCC(=O)O)n3cc([C@@H](N)CCCCN)nn3)CC2)n1 (some centres undefined) | -3% | -2% | 20%
Cc1c(NC(=O)c2nn3c(C(F)(F)F)cc(-c4ccccc4)nc3c2Cl)c(=O)n(-c2ccccc2)n1C | -2% | -3% | ?
Cc1noc(C)c1COc1ccccc1C(=O)N1CCN(c2cccc(C(F)(F)F)c2)CC1 | 5.2µM* | -3% | 4.6µM*
CC(=O)N1CCCC(C)(C(=O)Nc2ccc3nc(C)ccc3c2)C1 (centres undefined) | -8% | / | -6%
CCCn1c(N)c(C(=O)CSc2nc3ccccc3s2)c(=O)[nH]c1=O | 21µM* | -15% | 16µM*
CC(C)C[C@H](N)c1cn([C@@H](Cc2ccc(O)cc2)C(=O)N2CCNCC2)nn1 | 6% | -6% | 0%
CC(C)C1C(=O)N(Cc2cn(CC3CCCCC3)nn2)CCS(=O)(=O)N1Cc1ccc(-c2ccc(F)nc2)cc1 (centres undefined) | ? | / | 13µM*
O=C(CN1C(=O)c2cccnc2Oc2ccc(Cl)cc21)Nc1ccccc1F | ? | -10% | 18µM*
COc1ccc(NC(=O)C(CCSC)NC(N)=O)cc1NS(=O)(=O)c1ccc(F)cc1 (centres undefined) | -2% | -8% | -2%
COc1ccc(N=C(c2ccccc2)c2c(C)[nH]n(-c3ccccc3)c2=O)c(OC)c1 | ? | -5% | 18µM*
O=C(COc1ccccc1F)OCc1cc(=O)n2nc(C3CCCCC3)sc2n1 | -3% | 3% | 5%
COc1cc(NC(=O)Cn2c(=O)n(-c3ccccc3)c(=O)c3c4c(sc32)CCCC4)cc(OC)c1 | -6% | 0% | -28%
Cc1[nH]c2ccccc2c1/C=N/NC(=O)c1cc(C(C)(C)C)[nH]n1 | 3% | -14% | -28%
The list continues.
SMILES | TDP1 cell CPT | GCN5L2 inh | DT40 TDP1 no CPT
Cc1[nH]c2ccccc2c1/C=C/c1nc2ccccc2c(=O)n1-c1ccc([N+](=O)[O-])cc1 | ? | 29% | 2.1µM*
CCn1cc(C(=O)NCCCN2CCCC2)c(=O)c2cc(S(=O)(=O)N3CCc4ccccc4C3)ccc21 | ? | 2% | ?
COc1ccc(NS(=O)(=O)c2cccs2)cn1 | 0% | -7% | 0%
CCOc1cc(/C=N/NC(=O)c2ccccn2)ccc1OC(=O)c1cccs1 | -27% | ? | -19%
CCOc1ccccc1NC(=O)Cc1coc2c(C)c(C)ccc12 | ? | 1% | ?
COc1ccc(N(CC(=O)NN=C2CCCC2)S(=O)(=O)c2ccccc2)cc1 | -1% | 26% | -5%
COc1cc(NC(=O)c2ccnnc2)cc(C(=O)Nc2cccc(C(F)(F)F)c2)c1 | -17% | ? | ?
COc1ccccc1N1CCN(C(=O)c2ccc3c(Cl)c4c(nc3c2)CCCC4)CC1 | ? | -7% | ?

Looked up by compound from the entries so far (3):
SMILES | TDP1 cell CPT | GCN5L2 inh | DT40 TDP1 no CPT
COc1ccc(NS(=O)(=O)c2cccs2)cn1 | 0% | -7% | 0%
COc1ccccc1N1CCN(C(=O)c2ccc3c(Cl)c4c(nc3c2)CCCC4)CC1 | ? | -7% | ?
COc1cc(NC(=O)c2ccnnc2)cc(C(=O)Nc2cccc(C(F)(F)F)c2)c1 | -17% | ? | ?
